# STEP block: STEP phosphatase inhibitors, primary screen, biochemical, fluorescence intensity, uHTS; recombinant STEP, OMFP fluorogenic substrate; inhibition, % at 20 µM; hit rate 0.25% among 360,000; Tyrosine-protein phosphatase non-receptor type 5 (Homo sapiens), P54829;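 active = inhibition at 20 µM, scaled per plate between control wells, above about 37%, limit read from the data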;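 also: 0% = DMSO with enzyme and substrate and 100% = substrate only without enzyme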
# Target sequence (P54829 whole entry, looked up): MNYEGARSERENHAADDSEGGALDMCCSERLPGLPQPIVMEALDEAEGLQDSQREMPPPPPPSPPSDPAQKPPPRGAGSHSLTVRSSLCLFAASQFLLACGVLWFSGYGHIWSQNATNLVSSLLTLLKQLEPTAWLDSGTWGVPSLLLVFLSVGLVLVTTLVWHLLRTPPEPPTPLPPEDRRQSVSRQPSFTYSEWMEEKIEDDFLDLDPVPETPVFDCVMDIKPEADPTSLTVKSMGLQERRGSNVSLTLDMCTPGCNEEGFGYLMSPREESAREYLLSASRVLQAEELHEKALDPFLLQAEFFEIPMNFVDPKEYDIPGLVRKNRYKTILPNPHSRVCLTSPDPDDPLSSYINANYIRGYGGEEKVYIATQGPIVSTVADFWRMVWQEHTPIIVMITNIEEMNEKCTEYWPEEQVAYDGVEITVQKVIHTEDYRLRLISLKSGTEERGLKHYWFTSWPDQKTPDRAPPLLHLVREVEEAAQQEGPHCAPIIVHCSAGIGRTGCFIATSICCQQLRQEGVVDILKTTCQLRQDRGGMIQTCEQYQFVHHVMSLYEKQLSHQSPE
#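 Test system: STEP tyrosine phosphatase / Reagent: OMFP at 25 µM / Doses: 20 µM, 1% DMSO / Read-out: percent inhibition scaled to no-enzyme and uninhibited-enzyme controls, plate-pattern corrected / Detection: FITC-channel fluorescence of OMFP product / Medium: Bis-Tris buffer pH 6.0, 2.5 mM DTT, 0.005% Tween 20 / Schedule: 20 min at room temperature, dark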
# DNMT1 block: human DNMT1 methyltransferase inhibitors, primary screen, biochemical, molecular beacon, fluorescence, HinP1I cleavage, uHTS. DNA (cytosine-5)-methyltransferase 1 (Homo sapiens), P26358. inhibition (reported as % activation of signal), % at 10 µM. hit rate 0.83% among 360,000. AID 588458, 2011; in the data active = inhibition above about 50%
# SUMO1-SIM PPI: modulators of SUMO1 protein-protein interactions, primary screen, biochemical, uHTS; Small ubiquitin-related modifier 1 (Homo sapiens), P63165; SUMO1 binding to a labelled peptide, TR-FRET, 1 h; inhibition, % at 20 µM; hit rate 0.33% among 360,000; AID 602429, 2012; in the data active = inhibition above about 37%
# Target sequence (P63165 whole entry, looked up): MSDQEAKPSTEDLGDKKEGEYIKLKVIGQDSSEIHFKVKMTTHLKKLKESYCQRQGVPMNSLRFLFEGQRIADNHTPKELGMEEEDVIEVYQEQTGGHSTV
# eLon inh: inhibitors of E. coli Lon protease, primary screen, biochemical, fluorescence polarization. inhibition, % at 7.94 µM. hit rate 0.42% among 360,000. P0A9M0. purified E. coli Lon protease; in the data active = inhibition above about 13%, passing the limit was not always enough;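 also: 0% = enzyme with probe and DMSO and 100% = no enzyme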
# bovine MsrA act: bovine MsrA enzyme activators, primary screen, biochemical, absorbance, HTS; Methionine sulfoxide reductase A (Bos taurus); purified bovine MsrA, absorbance read-out; AID 602163, 2012; activation, % at 10.6 µM; hit rate 0.3% among 360,000; in the data active = activation above about 7.5%;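 also: 0% = vehicle and 100% = reference activator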
# MsrA inhibitor: bovine MsrA enzyme inhibitors, primary screen, biochemical, absorbance, HTS; Methionine sulfoxide reductase A (Bos taurus); purified bovine MsrA, absorbance read-out; inhibition, % at 15.5 µM; hit rate 0.75% among 360,000; AID 651718, 2012; in the data active = inhibition above about 4.5%;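 also: 0% = vehicle wells with enzyme and 100% = reference inhibitor wells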
# Tb MetRS inh: T. brucei MetRS inhibitors, primary screen, biochemical, luminescence; inhibition, % at 11.9 µM; purified T. brucei MetRS, ATP depletion, Kinase-Glo luminescence; hit rate 0.4% among 360,000; methionyl-tRNA synthetase (Trypanosoma brucei brucei);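 active = inhibition above a per-plate cutoff of the control wells' mean inhibition plus 3 SD, cut at about 5.5% in these data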;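 also: 0% = DMSO wells median and 100% = median of wells with control inhibitor compound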
#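 Dosing: 11.9 µM compound single dose, 0.9% DMSO; Assay system: purified T. brucei MetRS enzyme; Measured by: Kinase-Glo luciferase luminescence reporting remaining unconsumed ATP; Schedule: 15 min plus 2 h at 25 °C.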
# Scp-1 inhibitor: Scp-1 phosphatase inhibitors, primary screen, biochemical, colorimetric, uHTS; Carboxy-terminal domain RNA polymerase II polypeptide A small phosphatase 1 (Homo …; Recombinant Scp1, phosphopeptide, malachite green phosphate absorbance; inhibition, % at 20 µM; hit rate 0.88% among 340,000; AID 493091, 2011;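 active = inhibition above about 50% at 20 µM, limit read from the data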;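 also: plate controls were DMSO wells with enzyme for no effect and wells lacking enzyme for full effect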
# Target sequence (Q9GZU7 76-261 limits assumed): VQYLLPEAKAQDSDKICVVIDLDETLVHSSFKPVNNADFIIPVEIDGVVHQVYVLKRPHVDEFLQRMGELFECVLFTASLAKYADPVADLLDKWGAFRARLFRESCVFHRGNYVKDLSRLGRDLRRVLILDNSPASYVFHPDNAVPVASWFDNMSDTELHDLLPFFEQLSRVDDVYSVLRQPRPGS
#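 Material – SCP-1 phosphatase catalytic domain, residues 76-261 · Buffer or medium – Acidic Tris acetate buffer with magnesium and detergent · Also added – Phospho 17-mer peptide substrate · Compound – single 20 µM dose, 1% DMSO · Times – 45 min room-temperature reaction, 5 min colour, 30 min stabiliser · Technique – Phosphate-binding colour reagent, absorbance read at 630 nm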
# LMPTP block: LMPTP phosphatase inhibitors, primary screen, biochemical, fluorescence intensity, uHTS | inhibition, % at 20 µM | Low molecular weight phosphotyrosine protein phosphatase (Homo sapiens), P24666 | hit rate 0.22% among 360,000 | recombinant LMPTP-A, OMFP fluorogenic substrate;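 active = compounds that cut the enzyme signal by at least half of the control window in the single-dose screen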;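 also: plate controls were DMSO wells with enzyme plus substrate for no effect and substrate without enzyme for full effect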
# Target sequence (P24666 whole entry, looked up): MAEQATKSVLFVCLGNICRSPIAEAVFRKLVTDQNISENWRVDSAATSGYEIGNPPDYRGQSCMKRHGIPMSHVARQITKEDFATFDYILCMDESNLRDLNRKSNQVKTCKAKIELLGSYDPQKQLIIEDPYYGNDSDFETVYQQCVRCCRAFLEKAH
#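 Test system: LMPTP-A phosphatase enzyme. Amount: LMPTP-A at 0.625 nM final in the reaction. Reagent: OMFP substrate, 400 µM final. Times: 50 min at room temperature. Signal: endpoint fluorescence intensity from OMFP dephosphorylation. Read-out basis: % inhibition. Benchmarks: no-enzyme and uninhibited controls.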
# CendR NRP1 mod: modulators of CendR peptide binding to NRP-1, primary screen, biochemical, fluorescence polarization, uHTS | Neuropilin-1 (Homo sapiens), O14786 | inhibition, % at 25 µM | hit rate 0.85% among 360,000 | AID 602438, 2012 | FAM-RPARPAR peptide binding to NRP-1;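 active = inhibition or corrected inhibition above about 18%, plus a signal ratio from 0.5 to 1.5, limit read from the data, passing the limit was not always enough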; also: strong numbers were not always called active
# Starred values were filed as active, the others as inactive; x = no result given.
nr	STEP block	DNMT1 block	SUMO1-SIM PPI	eLon inh	bovine MsrA act	MsrA inhibitor	Tb MetRS inh	Scp-1 inhibitor	LMPTP block	CendR NRP1 mod	Molecule
1	3	0	3	4	-2	-0.5	0.3	-7	-0.4	-4	Cc1nc2ncnn2c(C)c1CCC(=O)NC(C)c1ccc2c(c1)OCCO2 (stereo not drawn)
2	2	-12	2	-6	-11	6.4*	-0.3	-4	3.8	-4	O=C(N/N=C\c1cn(-c2ccccc2)nc1-c1ccccc1)c1ccc(Br)o1
3	-2	1	-22	0	-2	3.0	-0.3	-14	0.6	-8	COc1ccccc1N1C(=O)c2cccc3c(C(=O)O)ccc(c23)C1=O
4	0	-3	-7	-3	1	0.4	-0.6	-7	-1.1	-18	COc1ccc2c(c1)CCc1cn3ncc(C#N)c3nc1-2
5	-2	6	-4	-1	-8	1.0	-0.5	4	-1.0	-13	CSCCC(NC(=O)c1ccccc1Cl)C(=O)N1CCCCC1 (stereo not drawn)
6	-2	3	1	7	-10	0.8	-0.6	-6	1.2	-5	CCOc1cc(C(=O)Nc2cc(C)ccc2OC)ccc1OCC(=O)N1CCCCC1
7	-3	-3	1	0	-8	1.2	-0.1	0	-0.5	2	O=CN(CCNc1ccccc1)c1ccccc1
8	2	-10	-3	5	-2	0.9	-0.2	-3	0.3	10	C[C@H](CO)N1C[C@H](C)[C@@H](CN(C)Cc2ccc(Oc3ccccc3)cc2)Oc2ccc(NC(=O)Cn3cnnn3)cc2C1=O
9	0	3	-4	-9	-11	0.1	-0.6	-2	0.2	6	Cn1c(=O)c2c(nc(NC3CCCCC3)n2CC(O)COc2ccccc2)n(C)c1=O (stereo not drawn)
10	-4	-1	2	-2	-4	-0.5	-0.1	-4	-1.1	-4	CCOc1ccc(-n2c(SCc3cc(=O)oc4cc(C)c(C(C)C)cc34)nnc2-c2cccnc2)cc1
11	-2	3	3	-3	-2	-0.7	-0.3	-8	-0.8	6	CCOC(=O)CNC(=O)N1CCC(CCOc2ccccc2)(C(=O)OCC)CC1
12	-1	1	3	1	-3	-0.2	-0.2	-1	-0.4	-8	COC(=O)C1C(=O)NCC1c1ccc(OC)cc1 (stereo not drawn)
13	0	-2	-18	-11	1	1.1	0.5	0	-1.0	11	CC(=C/c1ccccc1)/C=N/n1c(C)n[nH]c1=S
14	1	1	-9	-8	-4	5.1*	-0.2	-14	-0.5	-2	N#Cc1nc(-c2cccs2)oc1N1CCOCC1
15	0	1	-1	4	-1	-0.5	-1.3	6	1.1	8	COc1ccc(Cl)cc1-c1nc(SCC(=O)NC(C)C)n[nH]1
16	3	1	-1	2	-9	-0.3	-1.4	-5	-1.5	-2	CCOCc1nnc(NC(=O)c2cc(Cl)ccc2OC)s1
17	-1	-1	3	-14	-4	-0.1	0.1	-2	-1.1	-12	COc1ccc(OCC(=O)NNC(=O)c2ccc3c(=O)n4c(nc3c2)CCC4)cc1
18	-1	67*	-1	-8	-5	0.8	-0.8	-8	1.3	-12	Cc1ccc(-c2[nH]ncc2/C=N/n2c(COc3ccccc3)nc3ccccc3c2=O)cc1
19	1	-1	0	-5	0	-0.4	0.2	0	-1.2	-13	CCc1ccc(OC)c(-c2csc(N)n2)c1
20	0	2	-1	-12	-5	0.3	-0.5	-1	-1.4	4	COc1ccc(S(=O)(=O)N2CCC(C(=O)NC3(C)CCS(=O)(=O)C3)CC2)cc1OC (stereo not drawn)
21	0	3	2	-11	-1	0.9	-0.2	0	0.4	-2	C[C@@H]1C(=O)O[C@H]2[C@H]1CC[C@@]1(C)C(=O)C=C[C@@](C)(O)[C@H]21
22	-2	10	-1	-5	-13	0.4	-2.6	-5	1.2	10	CCCCN(CC)C(=O)Cc1ccccc1OC
23	-1	1	2	3	-5	2.0	-0.1	-2	-2.3	8	Cc1sc2nc(SCC(=O)NCCCO)n(-c3ccccc3)c(=O)c2c1C
24	2	-2	1	-6	-4	0.2	-2.0	-7	0.8	-8	O=S1(=O)c2ccccc2OC(COCc2ccccc2)CN1Cc1ccccc1 (stereo not drawn)
25	-5	2	-4	0	-2	-0.5	-0.5	1	-0.2	14	CS(=O)(=O)c1ccc(NC(=O)CN2C(=O)C3CCCCC3C2=O)cc1 (stereo not drawn)
26	0	-1	-2	-4	0	0.0	0.4	-8	1.0	6	O=C(CN1CCOc2ccccc21)NC1CC1
27	0	-2	1	-4	-11	3.2	-0.6	-5	-0.8	4	CC(=O)c1cccc(NC(=O)NCc2cccs2)c1
28	-4	-2	0	9	-2	-0.2	-0.5	10	-1.1	-9	CCOc1ccc(NC(=O)c2ccccc2-c2ccccc2C(=O)O)cc1
29	1	0	-30	4	-3	-0.4	0.6	-7	-0.5	1	CCCNS(=O)(=O)c1cc(CN2C(=O)c3cccnc3C2=O)ccc1OC
30	-4	-2	1	4	-8	x	-1.3	0	2.3	8	CCCCn1c(SCC(=O)N2CCN(c3ccccc3)CC2)nc2ccsc2c1=O
31	0	0	-3	-22	1	-0.4	-0.3	-2	4.6	1	Cc1ccccc1-c1cc(C(=O)NCc2cccc(C(F)(F)F)c2)n(CC2CC(c3cccnc3)=NO2)n1 (stereo not drawn)
32	-2	0	2	-9	-1	-0.2	-0.4	-5	-9.1	-6	Cc1ccc(S(=O)(=O)c2nc(NCCN(C)C)sc2Cl)cc1
33	-3	4	0	-9	-3	0.2	0.5	42	-2.2	6	CC(NC(=O)CSC1=NCCS1)c1ccccc1 (stereo not drawn)
34	2	-2	1	6	-3	x	-0.4	-10	-0.2	4	CCOC(=O)c1ccc(Nc2nc(N)c3cc(OC)c(OC)cc3n2)cc1
35	1	-9	-8	-3	-5	-0.1	-0.6	-6	-1.3	8	CCCc1nc(SCC(=O)Nc2ccc(S(=O)(=O)N(C)C)cc2)c2ccccc2n1
36	-3	-1	-2	2	-1	-0.1	0.1	3	-1.1	2	CCOC(=O)C1=C(CC)Nc2ccccc2N=C1NC(=O)c1cccc(S(=O)(=O)N2CCCC2)c1
37	0	-2	-30	9	-5	0.2	-0.6	-8	-6.5	8	COc1ccc(-c2cc(C(=O)N(C)Cc3ccc(F)cc3)c3ccccc3n2)cc1OC
38	4	1	-1	-6	-3	0.2	-0.4	2	-0.9	6	COc1ccc(CCNC(=O)N2CCOCC2)cc1
39	1	-9	-3	-4	-3	1.6	-0.2	-5	1.6	12	OCCOCCn1c(CCNc2nc(-c3ccc(F)cc3)cs2)nc2cc(C(F)(F)F)ccc21
40	2	0	-31	8	1	-1.5	-0.3	-3	-0.1	-65	CCOCCCn1c(=N)c(S(=O)(=O)c2ccccc2)cc2c(=O)n3cc(C)ccc3nc21
41	-2	0	1	1	-2	1.4	0.1	-4	-0.9	7	CC1=C(C(N)=O)C(c2ccc(F)cc2)n2nc(CCCO)nc2N1 (stereo not drawn)
42	x	x	-1	5	-3	-1.1	-0.3	x	1.2	-4	Oc1ccc(C[C@H]2CN([C@@H](Cc3ccccc3)CN3CCCC3CN3C(=S)NC[C@@H]3Cc3ccccc3)C(=S)N2CC2CCCCC2)cc1 (stereo partly drawn)
43	0	-6	-14	11	-4	-0.3	-0.1	0	0.1	0	Cc1ccc(C)c(CSC2=NCCN2C(=O)Cc2ccc([N+](=O)[O-])cc2)c1
44	4	5	9	8	-9	x	0.3	38	2.0	1	COc1ccc(C(C(=O)NC2CCCC2)N(C(=O)c2snc(C(N)=O)c2N)c2cccc(O)c2)cc1 (stereo not drawn)
45	-2	1	3	4	1	-1.1	0.6	-3	-1.5	0	Cc1cccc(N(CC(=O)NCc2ccco2)C(=O)CNS(=O)(=O)c2ccc(F)cc2)c1
46	0	2	6	9	-2	1.3	0.0	1	-0.4	2	Cc1ccccc1NC(=O)CCc1c(C)nn(-c2ccc(N3CCOCC3)nn2)c1C
47	-3	2	2	-9	1	-0.6	-0.8	-2	-0.9	1	Cc1cccc(NC(=O)C2CC(=O)n3cnnc3S2)c1 (stereo not drawn)

# Molecules shown so far containing two or more sulfur atoms (7):
nr	STEP block	DNMT1 block	SUMO1-SIM PPI	eLon inh	bovine MsrA act	MsrA inhibitor	Tb MetRS inh	Scp-1 inhibitor	LMPTP block	CendR NRP1 mod	Molecule
20	0	2	-1	-12	-5	0.3	-0.5	-1	-1.4	4	COc1ccc(S(=O)(=O)N2CCC(C(=O)NC3(C)CCS(=O)(=O)C3)CC2)cc1OC (stereo not drawn)
23	-1	1	2	3	-5	2.0	-0.1	-2	-2.3	8	Cc1sc2nc(SCC(=O)NCCCO)n(-c3ccccc3)c(=O)c2c1C
30	-4	-2	1	4	-8	x	-1.3	0	2.3	8	CCCCn1c(SCC(=O)N2CCN(c3ccccc3)CC2)nc2ccsc2c1=O
32	-2	0	2	-9	-1	-0.2	-0.4	-5	-9.1	-6	Cc1ccc(S(=O)(=O)c2nc(NCCN(C)C)sc2Cl)cc1
33	-3	4	0	-9	-3	0.2	0.5	42	-2.2	6	CC(NC(=O)CSC1=NCCS1)c1ccccc1 (stereo not drawn)
35	1	-9	-8	-3	-5	-0.1	-0.6	-6	-1.3	8	CCCc1nc(SCC(=O)Nc2ccc(S(=O)(=O)N(C)C)cc2)c2ccccc2n1
42	x	x	-1	5	-3	-1.1	-0.3	x	1.2	-4	Oc1ccc(C[C@H]2CN([C@@H](Cc3ccccc3)CN3CCCC3CN3C(=S)NC[C@@H]3Cc3ccccc3)C(=S)N2CC2CCCCC2)cc1 (stereo partly drawn)
